Screening results (PubChem BioAssay)
ATXN2 expr inh: Primary qHTS for Inhibitors of ATXN expression; HEK-293 ATXN2-luciferase reporter, luminescence, 24 h; Potency, µM (titrated, usually from 57 µM), without a hit: at the top dose activity change, negative = inhibition, actives largely listed as inhibitors; 360,000 tested, 0.72% active; AID 1745845, 2022; also: % is scaled to controls: 0 for no effect and ±100 for the full control effect; nearly all actives have a fitted effect of over 55% in size
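qHTS (up to 57 uM final) was run with 24 h compound exposure of reporter cells at 37 °C. Each well was multiplexed: SteadyGlo luminescence measured ATXN2-luciferase expression after a fluorogenic Gly-Phe-AFC viability readout (25 uM final).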
HepG2 tox: qHTS for Inhibitors of TGF-b: Cytotox Counterscreen; 410,000 tested, 0.76% active; Potency, µM (highest dose often 46.1 µM), inactives show top-dose activity change, negative = cytotoxicity, most hits filed as cytotoxic; AID 588856, 2011; HepG2 CAGA-GFP viability, ATP luminescence, 18 h; also: some results filed as inactive show a strong effect at the top dose
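HepG2 CAGA-GFP cells (1000/well, DMEM with 1% FBS) received compound, then TGF-beta at 500 pg/mL final, and were incubated 18 hours at 37 degrees C. Viability was read by CellTiter-Glo luminescence. Media-only wells were set as complete cell-killing and DMSO as no toxicity.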
Nrf2 inh: Nrf2 qHTS screen for inhibitors; A549 ARE-Fluc reporter, luciferase luminescence, 18-24 h; Potency, µM (top dose mostly 46 µM), inactives show top-dose activity change, negative = inhibition, usual class: inhibitors; 360,000 tested, 2.1% active; AID 504444, 2011; also: % is scaled to controls: 0 for no effect and ±100 for the full control effect; nearly all actives have a fitted effect of over 60% in size
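Two sequential reads on A549 ARE_Fluc cells exposed to compound for 18-24 h: a CellTiter-Fluor fluorescence read for viability, then a luciferase luminescence read for Nrf2/ARE activity.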
MCF10A rereplic: A quantitative high throughput screen for small molecules that induce DNA re-replication in MCF 10a normal breast cells. AID 624296, 2012. MCF 10A DNA re-replication, Hoechst nuclear intensity, 48 h. Potency, µM (doses to about 46.1 µM), for the others: top-dose activity, positive = re-replication, actives largely listed as activators. 350,000 tested, 2.9% active; also: % of control where 0% means no effect; nearly all actives have a fitted effect of over 50% in size
TGFb SMAD3 inh: qHTS for Inhibitors of TGF-b; HepG2 CAGA-GFP TGF-b/SMAD3 reporter, GFP fluorescence, 18 h; TGF-beta stimulated, 500 pg/mL final; Potency, µM (highest dose often 46.1 µM), without a hit: at the top dose activity, negative = inhibition, most hits filed as inhibitors; 410,000 tested, 1.2% active; also: % is scaled to controls: 0 for no effect and ±100 for the full control effect; nearly all actives have a fitted effect of over 65% in size
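HEPG2 CAGA-GFP reporter cells (1000/well, DMEM with 1% FBS) received compounds, then recombinant TGF-beta at 500 pg/mL final for 18 hours at 37 degrees C. Per-cell GFP summed per well was normalised to unstimulated and stimulated DMSO controls before curve fitting.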
ATXN viability: Viability Counterscreen for Primary qHTS for Inhibitors of ATXN expression; Potency, µM (top dose mostly 56.7 µM), hits mostly cytotoxic; 400,000 tested, 0.49% active; S2 cells (HEK-293 line with an ATXN2-luciferase reporter) viability, CellTiter-Fluor protease fluorescence, 24 h; also: nearly all actives have a fitted effect of over 40% in size
A549 tox: Nrf2 qHTS screen for inhibitors: counterscreen for cytotoxicity. A549 ARE-Fluc cells, CellTiter-Fluor viability, 18-24 h. Potency, µM (highest dose often 46 µM), for inactives: top-dose activity change, negative = cytotoxicity, actives largely listed as inhibitors. 390,000 tested, 0.16% active. AID 504648, 2011; also: % is scaled to controls: 0 for no effect and ±100 for the full control effect
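A549 ARE_Fluc cells in 5% FBS OPTI-MEM were exposed to compounds in concentration-response for 18-24 h at 37 deg C. Viability was read by CellTiter-Fluor fluorescence (Ex 405/Em 525) after 30 min, before the luciferase read.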
Nrf2 activator: qHTS of Nrf2 Activators. Potency, µM (top dose mostly 46.1 µM), without a hit: at the top dose activation, hits mostly activators. 410,000 tested, 0.31% active. AREc32 ARE-luciferase reporter (MCF7-derived line), luminescence, 24 h. AID 624171, 2012; also: % of control where 0% means no effect; nearly all actives have a fitted effect of over 65% in size
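AREc32 cells carrying an ARE-driven firefly luciferase reporter were seeded at 1000 cells/well in OPTI-MEM with 5% FBS, then exposed to compound for 24 hr at 37 deg C. Luminescence was read with Steady-Glo after 30 min at RT.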
EPAC2 antag: qHTS for Antagonist of cAMP-regulated guanine nucleotide exchange factor 2 (EPAC2): primary screen. Rap guanine nucleotide exchange factor 4 (Homo sapiens), Q8WZA2. 360,000 tested, 0.18% active. AID 720708, 2013. EPAC2 GEF exchange of Rap1B-BODIPY-GDP, fluorescence. Potency, µM (top dose mostly 114 µM), inactives show at the top dose activity, negative = inhibition, hits mostly inhibitors; also: % is scaled to controls: 0 for no effect and ±100 for the full control effect; nearly all actives have a fitted effect of over 45% in size; many of its hits are not listed in these tables
Target sequence (Q8WZA2 whole entry, looked up): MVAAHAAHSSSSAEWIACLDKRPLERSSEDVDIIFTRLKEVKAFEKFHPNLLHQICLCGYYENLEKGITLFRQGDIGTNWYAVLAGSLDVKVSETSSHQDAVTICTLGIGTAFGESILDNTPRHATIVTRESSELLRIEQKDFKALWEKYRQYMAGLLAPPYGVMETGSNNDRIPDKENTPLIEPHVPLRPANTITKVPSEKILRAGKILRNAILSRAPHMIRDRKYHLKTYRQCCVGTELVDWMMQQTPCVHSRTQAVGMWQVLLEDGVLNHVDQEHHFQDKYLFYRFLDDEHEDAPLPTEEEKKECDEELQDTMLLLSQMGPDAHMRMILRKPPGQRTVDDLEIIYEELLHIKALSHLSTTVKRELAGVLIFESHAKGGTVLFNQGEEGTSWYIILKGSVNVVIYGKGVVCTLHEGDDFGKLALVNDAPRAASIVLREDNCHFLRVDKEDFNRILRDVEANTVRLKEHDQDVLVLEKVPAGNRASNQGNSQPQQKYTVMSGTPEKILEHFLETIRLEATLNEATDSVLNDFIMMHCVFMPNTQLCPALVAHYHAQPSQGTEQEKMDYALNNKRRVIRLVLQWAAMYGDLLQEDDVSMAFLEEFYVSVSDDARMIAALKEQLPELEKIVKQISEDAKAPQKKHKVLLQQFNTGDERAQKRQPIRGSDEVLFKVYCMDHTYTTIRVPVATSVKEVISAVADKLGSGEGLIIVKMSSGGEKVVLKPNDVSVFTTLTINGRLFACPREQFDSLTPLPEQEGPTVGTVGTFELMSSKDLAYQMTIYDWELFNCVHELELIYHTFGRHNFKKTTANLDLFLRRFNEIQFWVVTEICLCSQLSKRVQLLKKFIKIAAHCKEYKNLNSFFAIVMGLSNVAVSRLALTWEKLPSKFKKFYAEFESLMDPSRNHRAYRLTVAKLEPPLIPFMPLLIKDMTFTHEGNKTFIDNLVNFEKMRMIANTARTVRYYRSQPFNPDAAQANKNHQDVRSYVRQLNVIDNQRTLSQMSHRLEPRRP
* = called active by the depositor; i = inactive; ? = inconclusive; · = no result given; [ ] = dose if it differs, or a comment. Calls follow the shape of the dose curve; as a rule, active = well fitted curve in the direction sought with a large enough effect; inconclusive = small, poorly fitted or top-dose-only effect, or another doubt; inactive = no such curve, though single readings can be large; an effect the other way counts as inactive or inconclusive. Potency is read from the fitted curve at half-maximal effect. Only part of the results is shown; rates above refer to the full screens.

SMILES,ATXN2 expr inh,HepG2 tox,Nrf2 inh,MCF10A rereplic,TGFb SMAD3 inh,ATXN viability,A549 tox,Nrf2 activator,EPAC2 antag
O=C(CN1C(=O)C2C3C=CC(C3)C2C1=O)Nc1ccc2nccnc2c1 (centres undefined),0%,-14%,6%,1%,-1%,i,-9%,-0.7%,3%
CCOC(=O)c1ccc(-c2ccc(/C=N/NC(=O)c3cncc(Br)c3)o2)cc1,42%[activator],-2%,?,7%,1%,·,0%,0.5%,19%
CCC(CC)c1nnc(NC(=O)C2CSC3(C)CCC(=O)N23)s1 (centres undefined),5%,10%,-1%,-1%,-4%,i,-8%,-0.4%,6%
NC(=O)c1cccc([N+](=O)[O-])c1,6%,2%,1%,-5%,26%,i,-7%,-1.1%,-6%
C/C(=N\NC(=O)c1cccc(S(=O)(=O)N2CCCC2)c1)c1cccs1,5%,-12%,?,-3%,13%,i,1%,4.7%,2%
O=C(N1CCN(c2ccccc2F)CC1)C1(c2cccs2)CCOCC1,-17%,3%,22%,-1%,5%,i,1%,-1.0%,-3%
O=C(COn1nnc2ccccc21)NCC1CCCCC1,54%[activator],6%,?,?,-8%,i,1%,-0.2%,0%
CCc1ccc(NC(=O)c2cc(=O)c3ccc(C)c(C)c3o2)cc1,-16%,140%,-25%,·,127%[activator],i,1%,-0.5%,·
COc1cc2c(cc1OC)C(c1ccccc1[N+](=O)[O-])=NCC2,-11%,-4%,·,·,-22%,i,·,0.8%,-12%
Cc1cc(C)nc(NS(=O)(=O)c2ccc(N3C(=O)c4ccccc4C3=O)cc2)n1,3%,1%,9%,-4%,-21%,i,-7%,-0.4%,10%
O=C(c1ccc(Cl)cc1)c1c[nH]c(C(=O)NNc2cccc(Cl)n2)c1,-27%,-12%,?,?,-17%,i,-19%,0.4%,0%
Cc1nc(-c2ccccc2)nc2[nH]c(-c3ccccc3)cc(=O)c12,-33%,-16%,?,9%,1%,i,-15%,11%,-27%
COc1ccc(-c2cc3ccc(OCc4nn[nH]n4)cc3oc2=O)cc1,·,-3%,?,3%,0%,·,-3%,-0.6%,-4%
O=C(c1ccccc1F)N1CCN(c2ccc([N+](=O)[O-])c(NCc3cccnc3)c2)CC1,-16%,2%,?,24%,-20%,i,-12%,5.6%,-8%
OCC1(CCOc2ccccc2)CCN(Cc2ccccc2OC(F)F)CC1,-17%,-22%,17%,1%,-1%,i,1%,-0.7%,27%
COc1cccc(CNC(=O)CCS(=O)(=O)c2cccc3nsnc23)c1,1%,-1%,-9%,-1%,-1%,?,-1%,-0.2%,-2%
O=C(Oc1ccc(C(=S)N2CCCCC2)cc1)c1ccccc1,-1%,-16%,-6%,-14%,2%,i,5%,0.1%,-6%
O=[N+]([O-])c1ccc(Sc2n[nH]c(-c3ccccc3)n2)nc1,0%,-24%,-3%,?,-11%,i,-14%,10.0%,-1%
Cc1ccccc1C(=O)Nc1cc(C)c(O)c(-c2nc3ccccc3o2)c1,10%,-1%,7%,·,-9%,i,-2%,-0.4%,·
O[C@@H]1CN(Cc2cccs2)[C@@H](c2ccc(Cl)cc2)C[C@H]1n1cc(-c2ccc(F)cc2)nn1,-30%,-57%,·,·,?,?,·,-0.4%,0%

Only ATXN2 expr inh and TGFb SMAD3 inh (2 entries from above):
| compound | ATXN2 expr inh | TGFb SMAD3 inh |
| --- | --- | --- |
| O=C(c1ccc(Cl)cc1)c1c[nH]c(C(=O)NNc2cccc(Cl)n2)c1 | -27% | -17% |
| O=C(Oc1ccc(C(=S)N2CCCCC2)cc1)c1ccccc1 | -1% | 2% |

Next records follow:
SMILES,ATXN2 expr inh,HepG2 tox,Nrf2 inh,MCF10A rereplic,TGFb SMAD3 inh,ATXN viability,A549 tox,Nrf2 activator,EPAC2 antag
CN(CCOC(=O)c1cccc(F)c1)Cc1ccccc1,·,-29%,1%,2%,-12%,i,1%,0.4%,-13%
CCOC(=O)C(=Cc1ccc(OCc2ccc([N+](=O)[O-])cc2)c(OC)c1)C(=O)OCC,?,-72%,?,5.8µM*,?,22µM*,?,?,-7%
Clc1ccccc1CNc1ncnc2c1c(-c1ccccc1)cn2-c1ccccc1,·,-14%,·,·,1%,·,4%,-1.4%,·
CSc1ccc(C(=O)NCC(=O)O)cc1[N+](=O)[O-],-4%,-12%,4%,0%,0%,i,-6%,-0.8%,12%
CC(C)CN(C(=O)CCNC(=O)c1ccc([N+](=O)[O-])cc1)C1CCS(=O)(=O)C1 (centres undefined),2%,4%,-3%,-1%,11%,i,2%,0.1%,-1%
CNC(=O)COC(=O)c1ccc(OCC(=O)Nc2ccccc2OC)c(OC)c1,-12%,-13%,0%,-4%,?,i,-4%,-0.3%,2%
Cn1nc(C(F)(F)F)c(/C=N/OC(=O)c2ccccc2Cl)c1SCc1ccccc1Cl,-22%,-28%,?,23%,?,i,?,0.2%,-5%
C/C(=C\c1ccccc1)C(=O)NC1CCSC1=O (centres undefined),39%[activator],8%,?,-1%,-1%,i,2%,2.8%,13%
Clc1ccc(Cn2ncc3c(N4CCCCC4)ncnc32)c(Cl)c1,5%,-27%,·,0%,?,i,-4%,-0.1%,-4%
CCOc1ccc(-c2nnc3sc(COc4ccc(C)cc4)nn23)cc1,?,-22%,-28%,14%,-1%,i,-10%,0.2%,-20%
CCCN1CCC(=O)N([C@H](CSc2ccc(C)cc2)Cc2ccccc2)CC1,-13%,-25%,-5%,2%,-1%,i,-10%,0.8%,6%
O=C(Nc1cccc(C(=O)N2CCOCC2)c1)c1ccccc1,4%,18%,1%,2%,21%,?,-3%,0.0%,0%
COC(=O)C1=C(C(=O)OC)SC(=C2C(=S)C(C)(C)N(C(=O)C3CC3)c3ccccc32)S1,-28%,-21%,?,1%,?,i,-20%,3.8%,-5%
ONC(=Nc1ccc(Cl)cc1)c1ccc(Cl)cc1,-1%,-20%,7%,?,?,i,-2%,2.3%,-6%
Cc1ccc(C(=O)NCCCNC(=O)c2ccco2)cn1,14%,-31%,12%,3%,13%,i,1%,-0.3%,-4%
COC(=O)c1ccccc1NC(=O)Cn1c(=O)n(-c2cccc(OC)c2)c(=O)c2c(C)c(C(=O)N(C)C)sc21,·,6%,·,·,1%,·,4%,1.6%,·
Cc1ccc(Oc2ccc(S(=O)(=O)Nc3ccc(C(=O)O)cc3)cc2)cc1,3%,2%,?,-8%,?,i,3%,-0.5%,-14%
CCN(C(=O)CSc1nc(C)c(C)c(C)n1)C1CCS(=O)(=O)C1 (centres undefined),-8%,-52%,-11%,0%,3%,i,7%,1.2%,-18%
O=C(Cn1nnc(-c2ccccc2)n1)Nc1ccccc1N1CCOCC1,-7%,-16%,-29%,-6%,-1%,i,17%,-0.8%,-1%
CC(C)c1nc2ccccc2c2nnc(SCC(=O)NCc3ccco3)n12,8%,-13%,·,?,7%,i,-11%,-0.1%,1%
O=C(O)Cc1ccc(NS(=O)(=O)c2ccc3c(c2)OCCO3)cc1,·,17%,·,·,6%,i,·,-1.9%,19%
COC(=O)c1sccc1NC(=S)N1CCCCC1C (centres undefined),-3%,4%,?,-8%,-18%,i,2%,11%,7%
O=C(/C=C/c1ccc([N+](=O)[O-])cc1)OCC(=O)N1CCCCCC1,3%,3%,0%,7%,12%,i,4%,?,7%
O=C1c2ccccc2C(=O)N1S(=O)(=O)c1ccccc1,1%,8%,-9%,3%,3%,i,0%,-0.6%,-2%
O=C(O)C1Nc2ccc(Br)cc2C2C=CCC12 (centres undefined),·,6%,2%,-7%,-4%,i,-7%,-0.1%,12%
Cc1ccc(Nc2c(-c3ccc(C)cc3)nc3c(C)cccn23)cc1,-10%,-36%,-6%,·,0%,?,11%,9.7%,·
Cc1cccc(N(CC(=O)NCc2ccco2)S(=O)(=O)c2ccccc2)c1,·,4%,·,·,-2%,i,·,0.6%,-9%
CC(C)(C)c1ccc(C(=O)NCC(=O)OCCN2C(=O)c3ccccc3C2=O)cc1,2%,4%,?,6%,0%,i,2%,0.4%,-13%
COC(=O)[C@@]1(Cc2ccc(F)cc2)[C@H]2c3cc(C(=O)N(C)C)n(CCc4c[nH]c5ccc(O)cc45)c3C[C@H]2CN1C(=O)c1ccccc1,-11%,·,·,·,·,?,·,1.1%,-5%
Cc1ccc2cc(CN(C(=O)c3ccco3)c3cccc(C)c3C)c(=O)[nH]c2c1,0%,-5%,-2%,8%,1%,i,0%,-0.3%,2%
Cc1ccc([C@@H]2CC(=O)[C@@H]3CN(S(=O)(=O)c4ccc(C)cc4)[C@H](c4cccc5ccccc45)C[C@@H]3N2S(=O)(=O)c2ccc(Cl)cc2)cc1,4%,10%,·,·,5%,?,·,0.3%,6%
CCNc1nc(NCC)nc(N/N=C/c2ccc(O)c(O)c2)n1,-21%,-39%,0%,-8%,-15%,i,-4%,15%,3%
CCNC(=S)N(CCN(C)C)Cc1cc2cc(OCC)ccc2[nH]c1=O,-21%,8%,5%,4%,13%,i,1%,-0.2%,-3%
Cn1c(N)c(C(=O)COC(=O)CNC(=O)c2ccccc2)c(=O)n(C)c1=O,3%,2%,-5%,0%,10%,i,-8%,0.0%,7%
Cc1sc2ncnc(N3CCC(C(=O)Nc4ccc(C#N)cc4)CC3)c2c1C,-9%,-7%,-13%,-1%,-7%,?,-3%,-0.1%,7%
COc1ccc(NC(=O)c2ccccc2SC)cc1,34%,0%,?,-3%,15%,i,1%,0.2%,-9%
CCC(c1nnnn1C1CCCC1)N1CCN(C/C=C/c2ccccc2)CC1 (centres undefined),-11%,-23%,·,·,-33%,i,·,-0.4%,9%
